Bioassay records from PubChem.
FBPA Giardia inh: qHTS Assay for Inhibitors of Fructose-1,6-bisphosphate Aldolase from Giardia Lamblia. 0.71% of 290,000 active. Potency, µM (series often up to 59.6 µM), inactives show at the highest dose activity, negative = inhibition, hits mostly inhibitors. A8B2U2. purified Giardia FBPA; also: potency is read from the fitted curve at half-maximal effect; nearly all actives have a fitted effect of over 55% in size
Target sequence (A8B2U2 whole entry, looked up): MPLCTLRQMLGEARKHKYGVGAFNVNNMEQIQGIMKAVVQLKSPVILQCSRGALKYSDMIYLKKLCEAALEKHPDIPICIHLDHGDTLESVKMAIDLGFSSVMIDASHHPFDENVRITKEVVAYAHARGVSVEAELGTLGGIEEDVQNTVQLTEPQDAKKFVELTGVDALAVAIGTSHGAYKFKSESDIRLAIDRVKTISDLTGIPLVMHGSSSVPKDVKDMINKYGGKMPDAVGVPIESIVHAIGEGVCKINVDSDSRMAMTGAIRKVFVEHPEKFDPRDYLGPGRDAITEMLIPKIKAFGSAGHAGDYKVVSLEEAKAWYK
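Giardia FBPA (40 nM reagent) was preincubated 10 min at RT with compound (up to 57.5 uM final), then substrate plus GAPDH/TPI/NAD/arsenate coupling system with diaphorase/resazurin was added; resorufin fluorescence (525/598 nm) was read after 20 min.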
AMA1 RON2 block: qHTS for Inhibitors of AMA1-RON; Towards Development of Antimalarial Drug Lead: Primary Screen. AID 720542, 2013. AlphaScreen AMA1-biotinylated RON2 peptide binding. Plasmodium falciparum AMA1 (3D7) - RON2 peptide interaction. 0.2% of 360,000 active. Potency, µM (series often up to 58.2 µM), for the others: at the top dose activity change, negative = inhibition, usual class: inhibitors;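 also: potency is read from the fitted curve at half-maximal effect; 0% = vehicle wells and -100% = peptide control; nearly all actives have a fitted effect of over 45% in size; some results filed as inactive show a strong effect at the top dose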
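AMA1 (3D7) with his tag at 25 nM final met compounds first, then biotinylated RON2 peptide at 25 nM; detection used donor plus acceptor beads, 10 µg/mL apiece, read by AlphaScreen after 30 min at room temperature.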
HCMV inh: qHTS Assay for inhibitors of the human cytomegalovirus (HCMV). HFF cells, HCMV-luciferase reporter, 72 h; stronger effect = lower value. activity change, negative = inhibition, % at 57.5 µM. 4.5% of 410,000 active. AID 1259415, 2018; in the data active = activity change below about -60%; inconclusive = no clear call, values can overlap the other calls; inactive = above about -39%
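Screen run at 2 compound doses on HFFs infected with reporter HCMV, MOI 1 PFU/cell. Luciferase activity from cell lysates at 72 h post infection gave inhibition relative to buffer-only and Salinomycin wells.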
AmpC inh detg: qHTS Inhibitors of AmpC Beta-Lactamase (assay with detergent); P00811; AmpC hydrolysis of nitrocefin, absorbance 480 nm, 0.01% Triton; Potency, µM (doses to about 114 µM), for inactives: top-dose activity change, negative = inhibition, hits mostly inhibitors; 0.041% of 370,000 active; AID 485294, 2010;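 also: potency is read from the fitted curve at half-maximal effect; 0% = no-compound wells and -100% = no-enzyme wells; nearly all actives have a fitted effect of over 25% in size; some results filed as inactive show a strong effect at the top dose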
Target sequence (P00811 whole entry, looked up): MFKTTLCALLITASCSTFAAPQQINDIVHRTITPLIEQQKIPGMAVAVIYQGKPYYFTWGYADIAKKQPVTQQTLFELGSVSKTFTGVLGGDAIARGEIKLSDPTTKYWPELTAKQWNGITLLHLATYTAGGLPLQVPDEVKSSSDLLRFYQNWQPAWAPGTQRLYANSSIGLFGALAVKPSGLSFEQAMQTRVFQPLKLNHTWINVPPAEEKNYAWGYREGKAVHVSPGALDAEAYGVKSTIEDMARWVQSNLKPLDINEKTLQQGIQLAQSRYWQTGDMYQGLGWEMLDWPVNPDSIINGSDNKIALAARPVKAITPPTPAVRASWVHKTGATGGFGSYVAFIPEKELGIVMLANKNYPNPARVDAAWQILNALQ
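AmpC (5.3 nM in the dispensed reagent) in 20 mM phosphate pH 7.0 with 0.01% (detergent screen) or 0.0001% Triton X-100 was preincubated with compounds for 15 min at room temperature. Nitrocefin was then added from an 800 uM solution, and hydrolysis was followed at 480 nm.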
AmpC inh no detg: qHTS Inhibitors of AmpC Beta-Lactamase (assay without detergent). Potency, µM (doses to about 57.1 µM), inactives show at the highest dose activity change, negative = inhibition, usual class: inhibitors. P00811. AmpC nitrocefin hydrolysis, absorbance 480 nm, 0.0001% Triton. AID 485341, 2010. 0.52% of 330,000 active;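 also: potency is read from the fitted curve at half-maximal effect; plate controls were no compound for no effect and no enzyme for full effect; nearly all actives have a fitted effect of over 20% in size; some results filed as inactive show a strong effect at the top dose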
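AmpC (5.3 nM in the dispensed reagent) in 20 mM phosphate pH 7.0 with 0.01% (detergent screen) or 0.0001% Triton X-100 was preincubated with compounds for 15 min at room temperature. Nitrocefin was then added from an 800 uM solution, and hydrolysis was followed at 480 nm.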
Sm TGR inh: qHTS Assay for the Inhibitors of Schistosoma Mansoni Peroxiredoxins; Schistosoma mansoni thioredoxin glutathione reductase (TGR), Q962Y6; purified TGR, DTNB reduction, TNB absorbance 405 nm; Potency, µM (top dose mostly 114 µM), for the others: at the highest dose activity change, negative = inhibition, usual class: inhibitors; 3% of 360,000 active; AID 485364, 2010; also: potency is read from the fitted curve at half-maximal effect; nearly all actives have a fitted effect of over 60% in size
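Kinetic colorimetric format: TGR-catalysed, NADPH-driven DTNB reduction monitored via TNB absorbance. Enzyme dispensed at 20 nM; compound exposure 15 min at room temperature before reaction start.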
Starred values were filed as active, the others as inactive; ? = inconclusive; nt = not tested or not shown; [ ] = dose if it differs, or a comment. Unless noted, calls follow the shape of the dose curve; as a rule, active = well fitted curve in the direction sought with a large enough effect; inconclusive = small, poorly fitted or top-dose-only effect, or another doubt; inactive = no such curve, though single readings can be large; an effect the other way counts as inactive or inconclusive. Unless noted, % is scaled to controls: 0 for no effect and ±100 for the full control effect.

| Molecule | FBPA Giardia inh | AMA1 RON2 block | HCMV inh | AmpC inh detg | AmpC inh no detg | Sm TGR inh |
| --- | --- | --- | --- | --- | --- | --- |
| Cc1ccc(-c2nnc(Nc3ccc(CC(N)=O)cc3)c3ccccc23)cc1S(=O)(=O)NCC1CCCO1 (stereo unspecified) | -8% | -6% | 0 | 2% | 96%[activator] | 0% |
| CC1CCN(CC(CS(=O)(=O)c2ccc([N+](=O)[O-])cc2)N2CCC(C)CC2)CC1 (stereo unspecified) | -2% | -15% | -62* | -6% | -13% | 2.5µM* |
| CCOC(=O)Cc1csc(NC(=O)CSc2nnc(C(C)C)n2C)n1 | 0% | 84%[activator] | -8 | -6% | 0% | 0% |
| CC(C)(C)C(=O)Nc1ccc(N=Nc2ccccc2)cc1 | -1% | -10% | -62* | -2% | -6% | 10% |
| COc1ccccc1CNC(=O)CN1C(=O)NC2(CCC(C)CC2)C1=O (stereo unspecified) | nt | -11% | 34 | nt | -20% | nt |
| Cc1nn(-c2ccc(Cl)cc2)c(=O)c2ccccc12 | 1% | -7% | 117 | 2% | -2% | nt |
| CC[C@H](C)NC(=O)CCCc1nnc2n(CCC(C)C)c(=O)c3sccc3n12 | nt | nt | ? | 1% | nt | 2% |
| CCOC(=O)C1=C(C)OC(N)=C(C#N)C1c1c(C)nn(-c2ccccc2)c1Cl (stereo unspecified) | ? | -12% | 29 | 1% | -6% | ? |
| CCc1ccccc1Nc1ncnc2ccccc12 | -20% | 14% | -36 | -1% | -5% | 8% |
| Fc1ccccc1N1CCN(Cc2cc(-c3ccccc3)on2)CC1 | -4% | 0% | ? | 6% | 27% | 8% |
| Cc1ccc(S(=O)(=O)NC(=O)c2cc(C)n(-c3ccccc3)c2C)cc1 | 23% | -4% | -16 | 0% | -21% | 5% |
| Cn1nc(OCC(=O)O)cc1C(F)(F)F | 6% | 3% | 29 | 6% | -14% | 13% |
| COc1cc(OC)c(NC2(c3ccccc3)C(=O)c3ccccc3C2=O)cc1Cl | nt | nt | -6 | 1% | nt | 1% |
| Cc1nc(NC(=O)c2ccc(Cl)cc2)sc1Cc1ccc2c(c1)OCO2 | -2% | ? | ? | -8% | -30% | -6% |
| Cc1cc(/C=C(\C#N)C(=O)OCC#N)c(C)n1CC(C)C | 5% | 9% | -10 | 1% | -21% | -10% |
| CCCOc1ccc(C(=O)c2ccccc2C(=O)O)cc1OCCC | 10% | -3% | 22 | -14% | -24% | 13% |
| COc1ccc2c(c1)S/C(=C\C(=O)c1ccncc1)N2C | -11% | 0% | 40 | -2% | 15% | -2% |
| Cc1ccc(NC(=O)c2ccc(CSc3ncnc4nc[nH]c34)cc2)c(C)c1 | 0% | 4% | -37 | -13% | 0% | 0% |
| COc1cc(C(=O)N/N=C/c2ccc(OC(=O)c3ccccc3Cl)cc2)ccc1O | 2% | -18% | ? | -14% | -50% | -21% |
| O=C(Nc1nnc(-c2cccnc2)s1)c1cccs1 | 11% | 0% | -8 | 2% | -12% | -3% |
| CC(C)Cc1nc2oc3c(Cl)ncnc3c2c2c1CCC2 | 6% | -1% | -96* | 0% | -43% | -31% |
| Cc1nn(C)c(C)c1S(=O)(=O)N1CCCC(C(=O)NC2CCCCCC2)C1 (stereo unspecified) | -1% | -6% | -12 | ? | 26% | -4% |
| CCCCN(C)C(=O)CN1C(=O)CCn2nc(-c3cn(C)c4ccccc34)cc21 | nt | nt | 3 | -2% | nt | -3% |
| Cc1ccc(C(=O)Nc2c(C)n(C)n(-c3ccccc3)c2=O)cc1 | 4% | -7% | -13 | -2% | -9% | -3% |
| COc1ccccc1CNC(=O)c1oc2ccc3c(c2c1C)C(=O)CC(C)(C)O3 | nt | nt | ? | 3% | nt | 2% |
| CCOC(=O)CC(NS(=O)(=O)c1ccc2[nH]c(=O)sc2c1)c1ccc(C)cc1 (stereo unspecified) | -14% | 10% | 35 | -3% | -30% | 0% |
| CC(=O)N1CCN(C(=O)CSc2nc3c(cnn3-c3ccccc3)c(=O)[nH]2)CC1 | 40µM* | 0% | 22 | 1% | 2% | 20% |
| Cc1cc(C)c2nc(C(F)(F)F)c(C#N)c(N)c2c1 | 0% | -5% | ? | -4% | -16% | 9% |
| O=S(=O)(c1ccc(OC(F)(F)F)cc1)N1CCC(c2nnnn2-c2ccc(F)cc2)CC1 | nt | nt | -73* | -4% | nt | 0% |
| O=C(CN(Cc1ccccc1)S(=O)(=O)c1cccc(C(F)(F)F)c1)NC1CCCCC1 | -5% | 12% | -21 | -5% | -14% | -20% |

A draw from above in order of length of the SMILES, ascending.
| Molecule | FBPA Giardia inh | AMA1 RON2 block | HCMV inh | AmpC inh detg | AmpC inh no detg | Sm TGR inh |
| --- | --- | --- | --- | --- | --- | --- |
| Cc1nn(-c2ccc(Cl)cc2)c(=O)c2ccccc12 | 1% | -7% | 117 | 2% | -2% | nt |
| CC(C)(C)C(=O)Nc1ccc(N=Nc2ccccc2)cc1 | -1% | -10% | -62* | -2% | -6% | 10% |
| Cc1cc(C)c2nc(C(F)(F)F)c(C#N)c(N)c2c1 | 0% | -5% | ? | -4% | -16% | 9% |
| Cc1ccc(NC(=O)c2ccc(CSc3ncnc4nc[nH]c34)cc2)c(C)c1 | 0% | 4% | -37 | -13% | 0% | 0% |

Additional compounds.
| Molecule | FBPA Giardia inh | AMA1 RON2 block | HCMV inh | AmpC inh detg | AmpC inh no detg | Sm TGR inh |
| --- | --- | --- | --- | --- | --- | --- |
| c1ccc(-c2ccc(-c3ccccn3)nn2)nc1 | ? | nt | 24 | -13% | -10% | 0% |
| COC1(OC)N=C(N)C2(C#N)C(c3ccccc3)NC(C)=CC12C#N (stereo unspecified) | -27% | 8% | -2 | 4% | -21% | -2% |
| Cn1c2c(c(=O)n(C)c1=O)C(c1ccccc1Cl)C(C#N)=C(N)O2 (stereo unspecified) | -5% | 9% | 17 | 3% | -10% | ? |
| Cc1cc(NC(=O)c2ccc(C#N)cc2)on1 | -1% | 3% | -24 | 0% | -8% | 10% |
| CC(CC(=O)NNC(=O)c1ccncc1)c1ccccc1 (stereo unspecified) | nt | 51%[activator] | -25 | 0% | -9% | -5% |
| CC1CN(C)CCC1OC(=O)c1ccccc1 (stereo unspecified) | ? | 5% | -16 | ? | -1% | 15% |
| O=C(NC1CCN(C(=O)NCc2ccccc2)CC1)c1cccc(F)c1 | 13% | 16% | 40 | 2% | -12% | 6% |
| CCOP(=O)(OCC)C(NC(=O)c1ccc(OC)cc1)C(Cl)(Cl)Cl (stereo unspecified) | 0% | 1% | 12 | 0% | 23% | 0% |
| COc1ccc2c(c1)c(=O)c(C(=O)c1ccc(C)cc1)cn2CC(=O)Nc1ccc(F)cc1 | 1% | 0% | -36 | ? | 18µM* | -3% |
| CCCC1(c2ccccc2)NC(=O)NC1=O (stereo unspecified) | 10% | -10% | -17 | ? | -4% | 0% |
| Cc1ccc(OCC(=O)N2CCN(Cc3ccc([N+](=O)[O-])cc3)CC2)cc1 | ? | ? | ? | 3% | 87%[activator] | -28% |
| Cc1ccc(C)c(-n2nnnc2SCC(=O)NCCC2=CCCCC2)c1 | 3% | -2% | -22 | 2% | 0% | -14% |
| CCOC(=O)CC(=O)Nc1nnc(CC(C)C)s1 | 14% | -26% | 10 | ? | -10% | -3% |
| CCc1nc2sc3ccccc3c(=O)c2c(=O)n1CCOC | 0% | -2% | -5 | -1% | -9% | -15% |
| O=C(Nc1nnc(-c2ccc3c(c2)CCCC3)o1)C1COc2ccccc2O1 (stereo unspecified) | ? | 77%[activator] | -5 | ? | -45% | -3% |
| CCc1nnc(NC(=O)CCC(=O)N2CCN(Cc3ccc(C)cc3C)CC2)s1 | nt | 1% | -22 | 4% | 99%[activator] | -14% |
| COc1ccc(Br)cc1S(=O)(=O)N(CC(=O)N1CCOCC1)c1ccccc1 | -8% | -1% | 35 | -15% | 53% | 6% |
| CCNc1nc(SCC(N)=O)nc2sc3c(c12)CCN(C)C3 | ? | -11% | -2 | 2% | 2% | -33% |
| CC(C)(C)OC(=O)C[C@@H]1C/C=C\C[C@H](CC(=O)NCCO)C(=O)N[C@@H](c2ccccc2)COC1=O | nt | 0% | -11 | nt | 46% | nt |
| COc1cc(CC(=O)Nc2ccc3nc(SC)sc3c2)cc(OC)c1OC | -17% | -7% | 40 | ? | 29% | -17% |
| COc1cccc(-n2nc(-c3ccnn3-c3ccc(C)cc3)c(=O)n(C)c2=O)c1 | -1% | -8% | ? | 3% | 20% | -13% |
| CCN1CCN(C(CNS(=O)(=O)c2ccc(F)cc2)c2cccnc2)CC1 (stereo unspecified) | nt | -5% | 34 | 3% | 10% | -21% |

Taken from the results shown for reference:
| Molecule | FBPA Giardia inh | AMA1 RON2 block | HCMV inh | AmpC inh detg | AmpC inh no detg | Sm TGR inh |
| --- | --- | --- | --- | --- | --- | --- |
| CC(C)(C)OC(=O)C[C@@H]1C/C=C\C[C@H](CC(=O)NCCO)C(=O)N[C@@H](c2ccccc2)COC1=O | nt | 0% | -11 | nt | 46% | nt |
| COc1cc(CC(=O)Nc2ccc3nc(SC)sc3c2)cc(OC)c1OC | -17% | -7% | 40 | ? | 29% | -17% |
| COc1cccc(-n2nc(-c3ccnn3-c3ccc(C)cc3)c(=O)n(C)c2=O)c1 | -1% | -8% | ? | 3% | 20% | -13% |
| CCN1CCN(C(CNS(=O)(=O)c2ccc(F)cc2)c2cccnc2)CC1 (stereo unspecified) | nt | -5% | 34 | 3% | 10% | -21% |

Compounds were not picked by outcome; any-hit rate near 7.8%.
